From PubChem BioAssay
IDH1 R132H inh = human IDH1 R132H inhibition | O75874 | IDH1-R132H enzyme, NADPH consumption, diaphorase/resazurin fluorescence | Potency, µM (doses to about 76.6 µM), inactives show at the highest dose activity change, negative = inhibition, most hits filed as inhibitors | hit rate 0.093% among 390,000; note: potency is the fitted concentration of half-maximal effect; % is set by controls: 0 for no effect and ±100 for the full control effect; nearly all actives have a fitted effect of over 65% in size
Target sequence (O75874 whole entry R132H, stated change not applied): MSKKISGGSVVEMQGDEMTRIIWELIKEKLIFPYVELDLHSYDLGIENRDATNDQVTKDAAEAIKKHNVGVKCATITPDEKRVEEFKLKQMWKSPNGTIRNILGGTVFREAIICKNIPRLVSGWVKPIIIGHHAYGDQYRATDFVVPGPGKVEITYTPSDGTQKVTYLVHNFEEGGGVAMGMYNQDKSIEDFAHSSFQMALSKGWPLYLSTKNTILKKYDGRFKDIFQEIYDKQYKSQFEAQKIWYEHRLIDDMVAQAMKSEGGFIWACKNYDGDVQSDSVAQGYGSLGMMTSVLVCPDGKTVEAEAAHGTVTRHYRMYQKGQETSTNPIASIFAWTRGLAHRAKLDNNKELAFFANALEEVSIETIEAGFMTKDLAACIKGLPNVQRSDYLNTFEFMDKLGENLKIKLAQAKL
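IDH1-R132H (0.5 ug/mL dispensed) in pH 7.5 Tris buffer was preincubated 30 min with compound, then given a substrate mix of 0.016 mM NADPH and 2 mM alpha-KG for 80 min at room temperature; remaining NADPH was read by diaphorase/resazurin fluorescence.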
TRHR PAM = allosteric enhancers of human TRH receptor. hit rate 0.66% among 360,000. enhancement, % at 2 µM. TRHR cells, fluo-8 calcium fluorescence, EC20 TRH enhancement. P34981; in the data active = enhancement above about 30%; note: 0% is about no effect
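Enhancer read-out: after compound pinning and an initial kinetic agonist-mode read, an EC20 of TRH (10 nM final) was injected and fluo-8 calcium signal (Ex 480/Em 530) followed at 1 s/cycle for 100 cycles in TRHR-expressing cells.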
USP1 inh = inhibitors of human USP1/UAF1 deubiquitinase. O94782. recombinant USP1/UAF1, Ub-Rhodamine cleavage fluorescence. Potency, µM (series often up to 57.1 µM), for inactives: at the highest dose activity change, negative = inhibition, hits mostly inhibitors. hit rate 0.23% among 390,000. AID 743255; note: potency is the fitted concentration of half-maximal effect; % is set by controls: 0 for no effect and ±100 for the full control effect; nearly all actives have a fitted effect of over 60% in size; inactives centre near -12
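USP1/UAF1 complex (1 nM) preincubated 15 min at room temperature with compound, then Ub-Rho substrate (150 nM final) added. Kinetic fluorescence at 480/540 nm over 6 reads at 60 s intervals; 50 mM HEPES pH 7.8, 0.5 mM EDTA, 0.1 mg/ml BSA, 1 mM TCEP, 0.01% Tween-20.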
TrxR1 substrate = is turned over as a substrate by rat TrxR1. O89049. purified TrxR1 substrate turnover, NADPH consumption readout. Potency, µM (top dose mostly 114 µM), for inactives: top-dose activity change, negative = substrate turnover. hit rate 0.01% among 390,000. AID 588456; note: potency is the fitted concentration of half-maximal effect; % is set by controls: 0 for no effect and ±100 for the full control effect; nearly all actives have a fitted effect of over 50% in size
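Rat TrxR1, dispensed at 90 nM, was prereduced with 400 uM NADPH (final) for 5 min at ~22 deg C, then incubated with compound 15 min before 400 uM selenite. A first-read NADPH fluorescence drop versus no-compound background flagged substrates.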
TRHR ag = TRH receptor (human) agonism. activation, % at 2 µM. P34981. TRHR cells, calcium flux fluo-8, FDSS agonist mode. hit rate 0.18% among 360,000; in the data active = activation above about 30%; note: 0% is about no effect
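Agonist-mode FDSS calcium read (Ex 480/Em 530, 1 s cycles) in 1536-well TRHR cells with fluo-8 dye, after 10-cycle baseline and 23 nL compound addition; TRH at EC20 (10 nM final) added afterwards for the enhancer phase.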
D2 ag = activates the human D2 dopamine receptor; P14416; HEK293 T-REx D2 cells, calcium flux agonist mode; activation, % at 2 µM; hit rate 0.53% among 340,000; AID 485358;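 active = activation over 3 SD above normal in the single-dose calcium agonist read, cut at about 30% in these data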; note: 0% is about no effect
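Calcium-flux readout, 1 cycle/sec over 180 s following compound pin transfer, in inducible HEK293 Trex D2 cells (force-coupled); dopamine controls included. Positive calcium responses during this window marked compounds as potential agonists.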
PI4K2A inh = PI4K2A (human) kinase inhibition; purified PI4K2A, ADP-Glo luminescence, 1 h; hits give low values; Q9BTU6; activity change, negative = inhibition, % at 76.9 µM; AID 1346378; hit rate 0.13% among 420,000; in the data active = activity change below about -50%; inconclusive = mostly about -30% to -49%;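 note: -100% = wells without enzyme as full effect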
Target sequence (Q9BTU6 whole entry, looked up): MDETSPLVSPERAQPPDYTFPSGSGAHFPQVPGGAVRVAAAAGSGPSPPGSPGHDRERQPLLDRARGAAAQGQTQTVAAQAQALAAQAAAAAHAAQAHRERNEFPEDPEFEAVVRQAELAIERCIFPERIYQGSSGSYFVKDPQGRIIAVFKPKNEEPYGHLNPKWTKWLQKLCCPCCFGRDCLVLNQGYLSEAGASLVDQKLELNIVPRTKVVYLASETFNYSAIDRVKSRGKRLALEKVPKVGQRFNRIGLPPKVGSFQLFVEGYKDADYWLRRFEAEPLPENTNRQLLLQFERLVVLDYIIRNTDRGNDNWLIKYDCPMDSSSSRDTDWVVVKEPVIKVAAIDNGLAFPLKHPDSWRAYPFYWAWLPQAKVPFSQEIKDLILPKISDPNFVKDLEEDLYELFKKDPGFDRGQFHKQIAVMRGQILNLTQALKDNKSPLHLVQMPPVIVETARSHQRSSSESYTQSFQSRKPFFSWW
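In this quantitative HTS, ADP production by PI4K2A was quantified luminescently after 1 h at ambient temperature; 100 microM adenosine served as plate-quality control.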
rTrxR1 inhibitor = blocks rat thioredoxin reductase 1 | O89049 | recombinant rTrxR1, NADPH fluorescence consumption, selenite substrate | Potency, µM (doses to about 114 µM), for inactives: at the highest dose activity change, negative = inhibition, most hits filed as inhibitors | hit rate 1% among 390,000 | AID 588453; note: potency is the fitted concentration of half-maximal effect; % is set by controls: 0 for no effect and ±100 for the full control effect; nearly all actives have a fitted effect of over 65% in size
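Rat TrxR1 (90 nM in the dispensed reagent) was pre-reduced with 400 uM NADPH for 5 min at room temperature, then incubated with compound for 15 min. After 400 uM selenite was added, NADPH fluorescence (Ex 340/Em 450 nm) was followed for 8 min.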
D2 antagonist = antagonists of human D2 dopamine receptor | HEK293 TREx D2 cells, calcium flux, dopamine EC80 | P14416 | hit rate 2% among 340,000 | inhibition, % at 10 µM; in the data active = inhibition above about 30%; note: 0% is about no effect
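Cells plated overnight at 30 C with tetracycline; no-wash calcium dye, 30–90 min RT; 10 s baseline; compound pinned; 180 s read; EC80 dopamine added; another 180 s read.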
The depositor's hits bear a star; ? = inconclusive; . = no result given; [ ] = remark or other dose. Unless noted, calls come from the whole dose curve; as a rule, active = well fitted inhibition curve with a large enough effect; inconclusive = small, poorly fitted or top-dose-only effect; inactive = no such curve, though single readings can be large or run the other way. Hits appear at their usual frequency; overall some 3.9% were active at least once.

The first 3 entries, ahead of the listing:
Values run as follows: IDH1 R132H inh, TRHR PAM, USP1 inh, TrxR1 substrate, TRHR ag, D2 ag, PI4K2A inh, rTrxR1 inhibitor, D2 antagonist
1. O=C(Nc1ccc(O)cc1)/C(=C/c1ccco1)NC(=O)c1ccccc1
→ 0%, 1, -19%, -4%, 0.1, 1.5, 3, 0%, -5
2. Cc1sc2nc(-c3ccccc3)oc(=O)c2c1C
→ -1%, -1, ?, 28%, 0.1, -1.1, -25, 13%[57.1 µM], -4
3. CCCOC(=O)c1ccc(NC(=O)c2cc(OC)c(OC)c(OC)c2Br)cc1
→ -4%, 3, -17%, -8%, 0.5, 0.2, -1, -3%, 3

The list itself (from the top)
Values run as follows: IDH1 R132H inh, TRHR PAM, USP1 inh, TrxR1 substrate, TRHR ag, D2 ag, PI4K2A inh, rTrxR1 inhibitor, D2 antagonist
1. O=C(Nc1ccc(O)cc1)/C(=C/c1ccco1)NC(=O)c1ccccc1
→ 0%, 1, -19%, -4%, 0.1, 1.5, 3, 0%, -5
2. Cc1sc2nc(-c3ccccc3)oc(=O)c2c1C
→ -1%, -1, ?, 28%, 0.1, -1.1, -25, 13%[57.1 µM], -4
3. CCCOC(=O)c1ccc(NC(=O)c2cc(OC)c(OC)c(OC)c2Br)cc1
→ -4%, 3, -17%, -8%, 0.5, 0.2, -1, -3%, 3
4. CC(=O)N1c2ccc(S(=O)(=O)NCCC(=O)Nc3ccc(F)cc3)cc2CC1C (configuration not stated)
→ -3%, 4, -16%, -4%, 1.2, 0.6, -5, 4%, -1
5. COc1ccc(NC(=O)CSc2nncs2)cc1S(N)(=O)=O
→ -8%, 1, -26%, 8%, 0.9, 0.2, -3, 26%, -3
6. Cc1ccccc1OCC(=O)Nn1c(COc2ccccc2)nc2ccccc2c1=O
→ -1%, -5, -1%, -11%, -0.6, -0.2, 2, 0%, -4
7. COc1ccc(CCN2C(=O)c3ccncc3C2=O)cc1OC
→ 2%, 5, -24%, 9%[57.1 µM], -0.2, -1.3, -2, 7%[57.1 µM], 7
8. CCN(CC)c1ccc(NC(=O)c2sc3nc(-c4ccccc4)cn3c2C)cc1
→ 7%, 3, -17%, -4%[57.1 µM], 0.1, 0.4, 0, 14%[57.1 µM], .
9. Cc1sc(NC(=O)c2oc3ccccc3c2C)c(C#N)c1C
→ 1%, -1, -1%, 22%, 0.1, 0.0, 6, 21%, 2
10. Fc1cccc(-n2c(-c3ccco3)nc3nc4ccccc4nc32)c1
→ -1%, 1, -19%, 93%[activator], 1.8, 0.7, 6, 17%, -4
11. CCN(CC)C(=O)[C@H]1C[C@H](CC(=O)NCc2ccc(OC)c(OC)c2)C(=O)N2CCc3c([nH]c4ccc(Cl)cc34)[C@]12C
→ -13%, ., -4%, -4%, ., ., 5, 3%, .
12. COc1ccc(C)cc1NC(=O)N1CCC(CN2CCC(C)CC2)CC1
→ -11%, 7, 2%, -3%, 0.1, 1.5, 1, 9%, .
13. Cc1ccc(CNC(=O)c2ccc(CS(=O)(=O)Cc3ccc(F)cc3)o2)cc1
→ -11%, -1, 10%, -4%[57.1 µM], 0.2, -0.4, -2, 13%[57.1 µM], .
14. COc1ccc(CNc2ncc(-c3ccc(F)cc3)n2C)cc1OC
→ -6%, 25, -9%, -8%, 0.5, 0.5, -1, 7%, -11
15. CCNS(=O)(=O)c1ccc(CCC(=O)N2CCCC2)cc1
→ 4%, 23, -13%, -6%, 0.0, 1.6, 1, 13%[57.1 µM], -4
16. CS(=O)(=O)N(CC(=O)Nc1cc(Cl)ccc1Cl)c1ccccc1
→ 13%, -5, -12%, 7%, -0.1, 0.0, 3, 20%, 7
17. CCNC(=O)O/N=C1\CCCCC1c1ccc([N+](=O)[O-])cc1[N+](=O)[O-] (configuration not stated)
→ 0%, -2, ?, 3%, -0.9, -1.9, -5, -4%, 10
18. O=S1(=O)c2c(F)cccc2OC(COc2ccccc2)CN1CCc1ccc(F)cc1 (configuration not stated)
→ 5%, ., -18%, -1%, ., ., -3, 31%, .
19. O=C(Nc1ccccn1)C1COc2ccccc2O1 (configuration not stated)
→ -2%, -1, 2%, 8%, -0.1, -0.4, -1, 11%, 6
20. O=C(COc1ccc(Cl)cc1)Nc1ccc2[nH]ncc2c1
→ 0%, 2, -6%, 7%[57.1 µM], -0.6, -0.1, 2, 15%[57.1 µM], 34*
21. COc1ccc(CNCc2cccn2C)cc1
→ 1%, 11, -16%, 2%, 0.3, 0.8, -6, -5%, -9
22. Cc1ccc2oc(=O)n(Cc3ccc(F)cc3)c2c1
→ 6%, -6, -16%, 9%[57.1 µM], -1.8, -0.3, -1, 16%[57.1 µM], -5
23. CC(=O)NCCOc1ccc2oc3ccccc3c2c1
→ -4%, -3, -15%, 5%, 0.0, 0.3, -3, 7%, 5
24. COc1ccc(C)cc1NC(=O)COC(=O)c1ccccc1SCC(=O)N1CCCC1
→ 12%, 0, -22%, -1%, -1.4, -0.1, -8, 17%, 5
25. COc1ccc(NC(=O)C2=C(C)Nc3nc(CCCO)nn3C2c2ccc(OC)c(OC)c2)cc1 (configuration not stated)
→ 3%, 12, -1%, 1%[57.1 µM], -0.6, -0.5, -1, 10%[57.1 µM], -3
26. O=C(Nc1ccc(Cl)cc1)Nc1nnc(CSCc2ccc(Cl)cc2)s1
→ -4%, -3, -11%, 3%, 1.3, 0.8, 0, 30%, 19
27. CCOc1ccc(C(=O)N2CCCC(c3nc(-c4ccc(C)o4)no3)C2)cc1 (configuration not stated)
→ 7%, 0, -14%, 2%, -0.1, -0.4, -1, 15%, -13
28. CSc1nc2[nH]c3c(c2c2nncn12)CC(C)(C)OC3
→ 7%, 1, -8%, 12%[57.1 µM], -0.5, -0.7, 2, 10%[57.1 µM], 5
29. CC(C)(C)n1nc2c(c1NC(=O)c1cc3ccccc3o1)CSC2
→ 4%, 2, -6%, -4%[57.1 µM], 0.0, 1.3, -5, 4%[57.1 µM], -7
30. CCS(=O)(=O)n1nc(-c2ccco2)nc1SC
→ 5%, 8, -24%, -1%, -0.1, -1.1, -11, 15%, 5
31. COC(=O)c1ccc(CN2C(=O)NC3(CCCCC3C)C2=O)o1 (configuration not stated)
→ 4%, 7, -7%, -2%, -0.4, -0.3, 1, -14%, 2
32. O=C1CC2(CCCCCC2)Oc2ccccc21
→ 8%, ., ?, 19%, ., ., -4, -17%, .
33. CCOC(=O)c1c(-c2ccccc2)oc2ccc(O)c(CN3CCOCC3)c12
→ 2%, 5, 0%, -5%, -1.0, 0.6, 8, ?, -6
34. CC(C)NS(=O)(=O)c1ccc(NCCCn2ccnc2)c([N+](=O)[O-])c1
→ -8%, -4, -5%, 3%[57.1 µM], -0.1, 0.5, 1, 18%[57.1 µM], -28
35. CCOCCOC(=O)c1[nH]c2c(c1C)C(=O)CC(c1cccs1)C2 (configuration not stated)
→ 6%, -4, -11%, -2%, -0.7, -0.7, 5, 0%, 3
36. COc1nnc(-c2ccc(N3CCOCC3)c(NC(C)=O)c2)c2ccccc12
→ 6%, -2, -12%, -13%, -0.6, ., 0, -21%, .
37. O=C(Cn1cnc2ccccc21)NCCCN1CCOCC1
→ 1%, -3, -12%, 9%[57.1 µM], 1.3, 0.4, 6, 21%[57.1 µM], -2
38. COc1ccc(S(=O)(=O)c2cnc3cc(OC)c(OC)cc3c2N2CCCC(C)C2)cc1 (configuration not stated)
→ ?, 11, ?, -4%, -0.3, -0.5, -4, 1%, .
39. Cc1cc2c(c(=O)n1Cc1ccc3c(c1)OCO3)C(c1cccnc1)C(C#N)=C(N)O2 (configuration not stated)
→ 11%, 0, -4%, 6%[57.1 µM], 0.0, 0.5, 3, 16%[57.1 µM], 3
40. COCCNc1sc(S(=O)(=O)c2ccc(C)cc2)nc1S(=O)(=O)c1ccc(C)cc1
→ 24%, -10, -16%, -4%, 0.9, 2.3, -4, 6%, .
41. CC#CC[N+](C)(C)CCCCCCCC
→ 0%, -3, -9%, 5%, 0.4, -0.6, 3, 13%, 15
42. C=CCn1c(SCC(=O)Nc2ccc(C)cc2C)nnc1-c1cccnc1
→ 0%, -12, -7%, 0%, 0.2, 0.7, -5, 0%, 1
43. O=c1c2ccccc2nc(/C=C/c2ccc3c(c2)OCO3)n1CCCO
→ 14%, 11, -13%, -3%, 0.2, -0.7, 2, 6%[57.1 µM], 11
44. CCOC(=O)Cn1nnc(-c2cc(OC)c(OC)c(OC)c2)n1
→ -2%, -4, -9%, -3%[57.1 µM], -0.1, 2.6, 0, 9%[57.1 µM], -5
45. Cc1ccc2cc([N+](=O)[O-])ccc2n1
→ 5%, -5, -18%, 7%[57.1 µM], 0.1, -0.7, -2, 16%[57.1 µM], -5
46. COCCNc1nc(C)cc(-c2cc(C(=O)Nc3ccccc3)on2)n1
→ 19%, ., ?, 8%, ., ., 0, 22%, .
47. COC(=O)c1ccc(CNC(=O)c2ccc(OC)c(S(=O)(=O)NC3CCCC3)c2)cc1
→ 6%, -5, -18%, 1%, 0.0, ., -2, 12%, .
48. O=C(CNC(=O)c1cccnc1)N=Nc1c(O)[nH]c2c(Br)cc(Br)cc12
→ 4%, 16, -22%, -1%, -0.7, -0.3, 3, 10%, -24
49. COc1ccc(C)cc1NC(=O)c1oc2ccc(S(=O)(=O)N3CCC4(CC3)OCCO4)cc2c1C
→ 3%, -2, 16%, 3%[57.1 µM], 0.8, -1.0, 2, 10%[57.1 µM], .
50. CCOC(=O)C(=O)c1c(C)cc2ccccn12
→ -1%, -2, -14%, -3%, -1.8, -0.2, 2, 16%, -8
